Screening data as filed in PubChem BioAssay.
PGK inhibitor – inhibitors of T. brucei phosphoglycerate kinase | 380,000 tested, 0.043% active | PGK/GAPDH coupled, Kinase-Glo luminescence, 60 min | P07378 | Potency, µM (highest dose often 57.5 µM), for the others: at the top dose activity change, negative = inhibition, most hits filed as inhibitors; further: potency means the concentration at half of the fitted maximal effect; on the % scale 0 is the no-effect control and ±100 the full control effect; nearly all actives have a fitted effect of over 60% in size
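Luminescent ATP detection (Kinase-Glo Plus) follows a 60-minute room-temperature incubation, with wells lacking PGK as controls. Buffer: 100 mM TEA (pH 7.6), 5 mM MgCl2, 0.01% Tween-20. Coupling enzyme GAPDH (100 nM final) supplies unstable 1,3-BPG in-well.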
PI4K2A inh – PI4K2A (human) kinase inhibition. 420,000 tested, 0.13% active. AID 1346378. purified PI4K2A, ADP-Glo luminescence, 1 h; active compounds read low. Q9BTU6. activity change, negative = inhibition, % at 76.9 µM; in the data active means activity change below about -50%; inconclusive means mostly about -30% to -49%;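 further: -100% = wells without enzyme as full effect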
Target sequence (Q9BTU6 whole entry, looked up): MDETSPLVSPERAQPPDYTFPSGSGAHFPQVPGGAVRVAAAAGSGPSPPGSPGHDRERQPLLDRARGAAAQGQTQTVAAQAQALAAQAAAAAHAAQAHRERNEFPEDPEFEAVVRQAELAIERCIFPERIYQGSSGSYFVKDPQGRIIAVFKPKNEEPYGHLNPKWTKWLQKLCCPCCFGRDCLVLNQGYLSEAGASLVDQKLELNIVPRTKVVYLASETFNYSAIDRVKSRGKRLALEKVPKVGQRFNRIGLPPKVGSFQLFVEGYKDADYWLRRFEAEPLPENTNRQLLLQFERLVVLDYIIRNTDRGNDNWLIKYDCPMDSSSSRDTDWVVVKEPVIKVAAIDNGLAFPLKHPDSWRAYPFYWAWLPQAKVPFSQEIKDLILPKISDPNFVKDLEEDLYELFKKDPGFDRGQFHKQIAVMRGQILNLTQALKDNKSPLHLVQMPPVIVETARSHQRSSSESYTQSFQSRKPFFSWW
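PI4K2A activity was measured by ADP-Glo luminescence: enzyme (4 ug/mL stock) and phosphatidylinositol (1.2 mM stock) in Tris pH 7.5/MgCl2/EGTA/Triton X-100 buffer were reacted with ATP (300 microM stock) for one hour at ambient temperature.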
BAZ2B inh – inhibitors of human BAZ2B bromodomain | Q9UIF8 | AlphaScreen BAZ2B-H3K14Ac peptide displacement | Potency, µM (highest dose often 114 µM), inactives show top-dose activity change, negative = inhibition, usual class: inhibitors | 360,000 tested, 4.4% active; further: potency means the concentration at half of the fitted maximal effect; on the % scale 0 is the no-effect control and ±100 the full control effect; nearly all actives have a fitted effect of over 60% in size
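In this displacement format the biotinylated H3(5-23) peptide acetylated at Lys14 serves as ligand at 50 nM, with BAZ2B at 50 nM in PBS pH 7.4 containing 0.01% Tween-20. Donor and acceptor beads are 10 ug/mL final.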
GLS inh – inhibitors of human glutaminase (GLS). Potency, µM (series often up to 45.5 µM), without a hit: at the highest dose activity change, negative = inhibition, actives largely listed as inhibitors. O94925. GLS enzymatic activity, qHTS titration. 410,000 tested, 0.21% active; further: potency means the concentration at half of the fitted maximal effect; on the % scale 0 is the no-effect control and ±100 the full control effect
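Human kidney-isoform GLS in 45 mM KH2PO4 pH 8.2, 0.02% Tween-20, with compound, started with 1mM L-Glutamine (added stock). Glutamate oxidase/HRP/Amplex red coupled fluorescence read at start and after 30 min at RT.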
G9a inh – inhibitors of human histone lysine methyltransferase G9a; Q96KQ7; G9a H3K9 monomethylation, AlphaScreen, 2 h; Potency, µM (top dose mostly 102 µM), for inactives: top-dose activity, negative = inhibition, actives largely listed as inhibitors; 350,000 tested, 8.8% active; AID 504332; further: potency means the concentration at half of the fitted maximal effect; on the % scale 0 is the no-effect control and ±100 the full control effect; nearly all actives have a fitted effect of over 75% in size
Target sequence (Q96KQ7 913-1193 limits assumed): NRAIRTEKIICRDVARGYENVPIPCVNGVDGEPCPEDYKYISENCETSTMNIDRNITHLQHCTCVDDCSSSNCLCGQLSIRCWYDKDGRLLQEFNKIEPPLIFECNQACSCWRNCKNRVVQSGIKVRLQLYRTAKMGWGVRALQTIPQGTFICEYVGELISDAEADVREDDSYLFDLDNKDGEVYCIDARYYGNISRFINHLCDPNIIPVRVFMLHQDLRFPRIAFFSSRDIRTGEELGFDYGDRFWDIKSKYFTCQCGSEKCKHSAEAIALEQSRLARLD
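AlphaScreen read-out: biotin-H3K9 peptide (500 nM) methylation by 20 nM enzyme with 20 uM SAM, 2 h at room temperature after 15 min compound preincubation; anti-monomethyl H3K9 antibody plus donor/acceptor beads, 10 min dark.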
Pin1 inhibitor – inhibitors of human Pin1; Q13526; Potency, µM (top dose mostly 115 µM), without a hit: at the top dose activity, negative = inhibition, hits mostly inhibitors; Pin1 FP peptide displacement, HiFluor488, 10 min; 390,000 tested, 0.009% active; active means well fitted inhibition curve with a large enough effect in the polarisation, with a control signal flat, not every such curve was filed as active; inconclusive means small, poorly fitted or top-dose-only effect, or effect the other way, or a change in a side signal; inactive means no such curve, though single readings can be large or run the other way; the % refers to the polarisation; further: potency means the concentration at half of the fitted maximal effect; on the % scale 0 is the no-effect control and ±100 the full control effect
JMJD2A Tudor – inhibitors of human JMJD2A Tudor domain | 390,000 tested, 4.4% active | Potency, µM (series often up to 114 µM), for inactives: at the highest dose activity change, negative = inhibition, actives largely listed as inhibitors | AlphaScreen JMJD2A-Tudor / H3K4me3 peptide binding; further: potency means the concentration at half of the fitted maximal effect; on the % scale 0 is the no-effect control and ±100 the full control effect; nearly all actives have a fitted effect of over 50% in size
ERG-DNA inh – blocks human ERG Ets domain binding to DNA; fluorescence polarization, His-ERG Ets domain / labelled DNA; Potency, µM (series often up to 76.9 µM), without a hit: at the top dose FP activity, negative = inhibition, usual class: inhibitors; 370,000 tested, 0.028% active; AID 624246; active means well fitted inhibition curve with a large enough effect in the polarisation, with a control signal flat; inconclusive means small, poorly fitted or top-dose-only effect, or effect the other way, or a change in a side signal; inactive means no such curve, though single readings can be large or run the other way; the % refers to the polarisation;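 further: polarization taken with two DNA probes labelled with fluorescein and Texas red; potency means the concentration at half of the fitted maximal effect; % of control where 0% means no effect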
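His-tagged ERG Ets domain (1 uM in the protein solution; 300mM KCl, 50mM Tris-HCl, 1mM EDTA, 1mM DTT, pH 7.5) received compound, then a probe mix of 5 nM fluorescein-DNA and 100nM Texas-615-DNA. Fluorescence polarization was read for both dyes.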
HP1b chromo inh – inhibitors of HP1-beta chromodomain binding to methylated histone tails | P83916 | AlphaScreen HP1-beta / biotin-H3K9me3 peptide binding | Potency, µM (top dose mostly 114 µM), inactives show at the top dose activity change, negative = inhibition, most hits filed as inhibitors | 390,000 tested, 0.56% active | AID 540317; further: potency means the concentration at half of the fitted maximal effect; nearly all actives have a fitted effect of over 70% in size; inactives centre near 23
Target sequence (P83916 whole entry, looked up): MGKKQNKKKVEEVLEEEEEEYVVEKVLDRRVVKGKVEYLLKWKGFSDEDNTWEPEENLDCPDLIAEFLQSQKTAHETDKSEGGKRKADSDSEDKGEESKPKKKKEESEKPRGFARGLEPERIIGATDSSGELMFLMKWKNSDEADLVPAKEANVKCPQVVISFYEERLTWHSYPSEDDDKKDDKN
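AlphaScreen: HP1-beta (50 nM) preformed 30 min with biotin-H3(1-18)K9me3 peptide (50 nM) in PBS pH 7.4, 0.01% Tween-20. Compound added for 30 min at RT, then streptavidin donor/nickel chelate acceptor beads (10 ug/mL) for 30 min.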
* hit, by the source's call; i = inactive; u = inconclusive; x = not tested or not shown; [ ] = another dose, or the depositor's remark. Unless noted, the call rests on the fitted dose curve; in most records, active means well fitted curve in the direction sought with a large enough effect; inconclusive means small, poorly fitted or top-dose-only effect, or another doubt; inactive means no such curve, though single readings can be large; an effect the other way counts as inactive or inconclusive.

no.	structure	PGK inhibitor	PI4K2A inh	BAZ2B inh	GLS inh	G9a inh
1	O=C(Nc1ccc([N+](=O)[O-])cc1)N1CCCCC1	i	6	-21%	-7%	-16%
2	Cc1ccc(S(=O)(=O)CCC(=O)N(CCCN2CCOCC2)c2nc3ccccc3s2)cc1	i	1	-3%	-1%	45µM*
3	O=C(N/C(=C\c1ccc(Br)cc1)C(=O)N1CCOCC1)c1ccccc1Cl	-3%	7	-7%	3%	20%
4	Cc1cc(=O)[nH]c(N/N=C/c2ccc(OC(=O)c3cccnc3)cc2)n1	2%	1	-1%	1%	33%
5	CC1(C)Cc2c(sc(N)c2C#N)C(C)(C)N1	-18%	-7	-8%	10%	x
6	COc1ccc(-c2cc3cc(OC)c(OC)cc3c(C)n2)cc1C	-9%	-2	-16%	-1%	-10%[12.7 µM]
7	CCOC(=O)C1CCCN(C(=O)c2cn(CC)c3ccc(S(=O)(=O)N4CCCC4)cc3c2=O)C1 (stereo unspecified)	-3%	2	u	-1%	1%
8	CCS(=O)(=O)N1CC(=O)N(c2ccc(C)c(C)c2)C(C)(C(=O)NC2CCCCCC2)C1 (stereo unspecified)	5%	-2	1%	-5%	1%[59 µM]
9	C/C(=N\NC(=S)Nc1cccc(C)c1)c1ccco1	-9%	3	-8%	2%	x
10	O=C(CNc1cccc(S(=O)(=O)N2CCCC2)c1)Nc1cccc(Br)c1	-3%	2	-4%	1%	-10%
11	O=C(COC(=O)c1sc2ccccc2c1Cl)NCC1CCCCC1	-13%	1	-8%	0%	u
12	COc1ccc(NC(=O)C(NC(=O)Cc2cccs2)c2ccc(OC)cc2)cc1 (stereo unspecified)	0%	3	2%	2%	13%[59 µM]

no.	Pin1 inhibitor	JMJD2A Tudor	ERG-DNA inh	HP1b chromo inh
1	-2%	-6%	1%	15%[57 µM]
2	13%	-6%	11%	40%[activator]
3	-3%	-9%	-5%	10%
4	1%	-6%	10%	41%
5	5%	10%	16%	14%
6	0%	-12%[11.4 µM]	-1%	66%[activator]
7	-3%	-16%	-5%	10%
8	u	-4%	-1%	29%
9	-7%	u	7%	u
10	-6%	-23%	-8%	11%
11	4%	17%	4%	23%
12	13%	-13%	4%	41%[activator]

Remaining list, next part:
no.	structure	PGK inhibitor	PI4K2A inh	BAZ2B inh	GLS inh	G9a inh
13	CCOC(=O)C1=C(O)C(=O)N(c2ccc(S(N)(=O)=O)cc2)C1c1cccc([N+](=O)[O-])c1 (stereo unspecified)	-5%	0	-22%	-2%	u
14	CCc1ccccc1N(C)C(=O)c1cc2c(=O)oc3ccccc3c2s1	-2%	0	0%	4%	-1%[59 µM]
15	CCOC(=O)c1cccc(NC(=O)C(C)N2C(=O)c3ccccc3C2=O)c1 (stereo unspecified)	5%	-1	7%	7%	u
16	CCN(CC)CCn1c(/N=C/c2ccc(OC)c(OC)c2)nc2ccccc21	i	6	x	4%	x
17	CCC1COC(c2cccn2Cc2ccc(Cl)cc2)=N1 (stereo unspecified)	-4%	0	x	10%	-43%
18	CCN(CC(=O)Nc1cc(S(=O)(=O)N2CCCCC2)ccc1Cl)Cc1ccccc1	-2%	-1	11%	-3%	u
19	O=C(COC(=O)/C=C/c1ccccc1)Nc1ccc(Cl)cn1	i	0	4%	-12%	u
20	Cc1cccc(C)c1NC(=O)c1nc(S(C)(=O)=O)ncc1N(Cc1ccc(C(C)(C)C)cc1)Cc1ccco1	-7%	0	-28%	-10%	-5%[59 µM]
21	COCCN(C(=O)COC(=O)Cc1cccc(OC)c1)c1c(N)n(CC(C)C)c(=O)[nH]c1=O	10%	-3	-7%	9%	-4%[0.501 µM]
22	C/C(=C\c1ccc(C)o1)C(=O)c1c(C)cc(C)[nH]c1=O	-5%	7	x	-12%	50µM*
23	O=S(=O)(c1ccccc1)N1CCN=C1SCc1ccc(Cl)cc1	1%	-1	43%[activator]	-1%	103%[activator]
24	O=C(CSc1nnc(CNC(=O)c2cccs2)o1)Nc1ccccc1	i	2	-7%	1%	5%

no.	Pin1 inhibitor	JMJD2A Tudor	ERG-DNA inh	HP1b chromo inh
13	-2%	-21%	-9%	20%
14	1%	-2%	3%	39%[activator]
15	-4%	-19%	-4%	-18%
16	-6%	-14%	-11%	8%
17	-1%	-9%	u	31%[activator]
18	29%	-12%	-1%	45%[activator]
19	22%	1%	2%	44%[activator]
20	1%	u	-1%	24%
21	7%	-10%	8%	20%
22	3%	-19%	4%	20%
23	5%	52%[activator]	-6%	92%[activator]
24	-8%	-13%	3%	16%

Further records:
no.	structure	PGK inhibitor	PI4K2A inh	BAZ2B inh	GLS inh	G9a inh
25	COc1cc(OC)c(C(=O)Nc2cccc3ccccc23)cc1OC	-1%	0	4%	-9%	x
26	O=C(O)CCCCCN1C(=O)C2CCCCC2C1=O (stereo unspecified)	-4%	-4	0%	-2%	-8%[59 µM]
27	CCN(C[C@H]1N[C@@](CC)(C(=O)OC)[C@H]2C(=O)N(C)C(=O)[C@@H]12)S(=O)(=O)c1ccc(C(F)(F)F)cc1	-8%	0	x	1%	x
28	Cc1cccc(N/C(N)=N/c2nc(C)cc(C)n2)c1	i	-17	1%	-3%	15%
29	CCc1ccc(NC(=O)CSc2ccc(-c3ccco3)nn2)cc1	-8%	-3	-2%	u	u
30	CCC1(CC)NC(=O)N(CC(=O)OCC(=O)Nc2ccc(C(F)(F)F)cc2)C1=O	5%	5	4%	-1%	9%[12.7 µM]
31	O=C(NCc1cccs1)c1cc(-c2ccccn2)nc2ccc(Br)cc12	1%	0	-30%	0%	31%[activator][12.7 µM]
32	Cc1nc(NC(=O)CSc2nncs2)c(Cl)cc1Cl	i	3	3%	-1%	4%[59 µM]
33	COc1cccc(CNC(=O)Cn2cc3c(n2)-c2c(oc(C(=O)N4CCOCC4)c2C)CC3)c1	-8%	-5	-21%	4%	-4%[59 µM]
34	CC(=O)c1cccc(NC(=O)c2ccc3c(Cl)c4c(nc3c2)CCCC4)c1	-7%	-9	-4%	2%	1%
35	CCOc1cccc(/C=N/NS(=O)(=O)c2ccc(C)c([N+](=O)[O-])c2)c1O	-7%	-21	x	u	u
36	C[n+]1cc[nH]c1SCC(=O)c1ccccc1	-4%	-5	-31%	0%	50µM*

no.	Pin1 inhibitor	JMJD2A Tudor	ERG-DNA inh	HP1b chromo inh
25	5%	-6%	-5%	6%
26	-2%	-14%	7%	65%[activator]
27	-7%	-26%	-2%	7%
28	0%	-1%[57.1 µM]	-8%	-3%
29	3%	u	-2%	-21%
30	5%	5%	0%	20%
31	6%	-11%	-5%	42%[activator]
32	0%	-3%[11.4 µM]	20%	46%[activator]
33	-2%	4%	-4%	47%[activator]
34	-1%	-6%	-1%	34%
35	2%	-26%	8%	17%
36	-1%	-30%	1%	0%

Next part.
no.	structure	PGK inhibitor	PI4K2A inh	BAZ2B inh	GLS inh	G9a inh
37	COc1ccc(OCc2cc(C(=O)NC(C)Cc3cccnc3)no2)c(Cl)c1 (stereo unspecified)	-3%	-4	-16%	0%	-3%
38	CC(C)c1ccc(NC(=O)COc2ccc(F)cc2C(=O)c2cnn(-c3ccccc3)c2)cc1	-6%	-2	-25%	2%	3%[59 µM]
39	C=C(C)CNC(=S)NNC(=O)CCn1c2cc(Cl)ccc2c2ccc(Cl)cc21	i	8	0%	-3%	8%[59 µM]
40	COc1ccc(S(=O)(=O)Nc2ccc3c(c2)C(=O)N([C@H](C)CO)C[C@@H](C)[C@@H](CN(C)S(=O)(=O)c2ccc(Cl)cc2)O3)cc1	-9%	-3	x	5%	x
41	CCn1cc(CCCC(=O)NCc2ccc(OC)cc2)c2ccccc21	2%	0	u	2%	u
42	Cc1cc(C(=O)N2CCN(c3cccc(C)c3C)CC2)c2c(C)nn(-c3ccccc3)c2n1	-1%	-2	9%[57.1 µM]	-16%	10%[59 µM]
43	Cc1cc(OCC(=O)Nc2ccncc2)ccc1[N+](=O)[O-]	-5%	0	-13%	-16%	-2%
44	CCN(CC)C(=O)Cn1cc(C(=O)C(=O)NCC2COc3ccccc3O2)c2ccccc21 (stereo unspecified)	-6%	-2	-5%	-2%	-43%

no.	Pin1 inhibitor	JMJD2A Tudor	ERG-DNA inh	HP1b chromo inh
37	-3%	-10%	-1%	46%[activator]
38	14%	-15%	4%	10%
39	4%	-15%	6%	35%
40	29%	-31%	11%	15%
41	4%	u	-8%	-1%
42	8%	-5%	0%	32%
43	3%	0%	-21%	19%
44	-1%	-29%	-8%	-18%
